Bioassay records from PubChem BioAssay.
VIM-2 inhibitor = VIM-2 metallo-beta-lactamase inhibitors, primary screen, biochemical, epi-absorbance readout, Pseudomonas aeruginosa enzyme. purified VIM-2, nitrocefin hydrolysis, epi-absorbance fluorescence. inhibition, % at 5.6 µM. 0.89% of 290,000 active. AID 1527, 2009;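 active = inhibition above the mean of all tested compounds plus 3 SD, cutoff set per screening run, cut at about 7.5% in these data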;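 note: red hydrolysis product quenches plate fluorescence so inhibitors raise well fluorescence; 0% = enzyme with DMSO and 100% = DMSO without enzyme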
HCV NS3 hel inh = inhibitors of HCV NS3 helicase, primary screen, biochemical, Cy5 molecular beacon fluorescence. NS3 helicase DNA unwinding. inhibition, % at 10.9 µM. 0.56% of 290,000 active. AID 1800, 2009;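 active = inhibition above the mean of all tested compounds plus 3 SD, set per campaign, cut at about 35% in these data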;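 note: 0% = DMSO wells and 100% = thioflavine S control wells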
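Assay system: hepatitis C virus NS3 helicase domain fragment enzyme. Also added: annealed dual-labelled DNA beacon duplex, ATP-started. Timing: 1 h reaction at 25 °C, ATP-initiated. Technique: Cy5 fluorescence at 0 and 60 min, beacon hairpin quenching. Evaluation: % inhibition of unwinding. Replication: one well per compound.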
pCIP destab = p/CIP-EGFP fusion destabilizers, primary screen, fluorescence, F442A cells. Q05BA5. 16 h. decrease of EGFP signal, % at 10 µM. 0.01% of 290,000 active. AID 1984, 2009;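 active = EGFP signal decrease of at least 30% at 10 µM or well 3 SD below plate mean, unless failing retest; inactive = the rest, including hits failing retest or dose response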; note: some compounds called inactive have numbers as strong as hits; many of its hits are not listed in these tables
IDE inh = human IDE inhibitors in live cells, primary screen, fluorescence polarization, HEK cells, FAbetaB substrate; 0.41% of 320,000 active; Insulin-degrading enzyme (Homo sapiens), P14735; inhibition, % at 5.59 µM; FAbetaB cleavage;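 active = percent inhibition above the average of all tested compounds plus 3 SD, set per screening campaign, cut at about 16% in these data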;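 note: IDE supplied by intact live HEK cells; FP after avidin binding of uncleaved biotin substrate so inhibition keeps polarization high; 0% = DMSO wells and 100% = 60 µM reference IDE inhibitor Ii1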
CRFR2-BP antag = antagonists of CRF-BP/CRF-R2 complex, primary screen, cell-based, HEK293, calcium dye fluorescence, uHTS; CRF-induced calcium fluorescence; inhibition, % at 11.8 µM; 0.59% of 350,000 active; AID 588475, 2011;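 active = inhibition of the ligand-induced calcium signal above about 50% at the single tested concentration, limit read from the data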
GalR3 antagonist = GalR3 antagonists in HEK293 cells, primary screen, cell-based, fluorescence readout; HEK293 GalR3-CNG cAMP membrane potential fluorescence; galR3 body fused to GalR1 C-terminus; inhibition, % at 3 µM; Galanin receptor type 3 (Homo sapiens), O60755; 0.44% of 360,000 active;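 active = inhibition above the screen-wide average plus 3 SD, cut at about 13% in these data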;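 note: forskolin and galanin both at EC90 stimulate the cells; cAMP rise reported by CNG channel membrane potential dye signal; 0% = forskolin plus galanin with DMSO and 100% = forskolin alone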
Target sequence (O60755 1-299 limits assumed): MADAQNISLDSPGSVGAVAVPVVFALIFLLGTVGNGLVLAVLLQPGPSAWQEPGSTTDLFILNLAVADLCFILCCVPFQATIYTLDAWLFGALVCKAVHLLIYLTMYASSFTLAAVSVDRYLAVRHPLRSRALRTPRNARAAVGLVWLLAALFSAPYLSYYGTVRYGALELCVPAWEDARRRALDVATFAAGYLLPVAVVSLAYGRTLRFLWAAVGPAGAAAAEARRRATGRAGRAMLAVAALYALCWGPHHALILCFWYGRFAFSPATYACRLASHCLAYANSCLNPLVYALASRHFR
IDE act = human IDE activators in live cells, primary screen, fluorescence polarization, HEK cells, FAbeta-B substrate | 0.073% of 340,000 active | activation, % at 5.96 µM | FAbeta-B cleavage; 0% vehicle, 100% cell-free pure enzyme wells | AID 493087, 2011 | Insulin-degrading enzyme (Homo sapiens), P14735;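 active = activation above the mean of all tested compounds plus 3 SD, set per screening campaign, cut at about 17% in these data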
IMP-1 inhibitor = IMP-1 metallo-beta-lactamase inhibitors, primary screen, biochemical, epi-absorbance readout, Pseudomonas aeruginosa enzyme; purified IMP-1, nitrocefin hydrolysis, epi-absorbance fluorescence; inhibition, % at 5.6 µM; 0.45% of 290,000 active; AID 1556, 2009;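 active = inhibition above the mean plus 3 SD of all compounds in the same screening run, cut at about 4.5% in these data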;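 note: 0% = IMP-1 with DMSO and 100% = DMSO wells lacking enzyme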
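System: Purified IMP-1 | Read-out basis: Percent enzyme inhibition | Controls: IMP-1 with DMSO as 0%, enzyme-free DMSO as 100% | Replicates: One well per compound | Doses: 5.6 µM nominal single concentration | Detection: Epi-absorbance fluorescence, 480 nm excitation, 530 nm emission | Incubation: 25 °C, 15 min preincubation, 25 min reaction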
SUMO HTRF inh = inhibitors of in vitro SUMOylation cascade, primary screen, biochemical, HTRF, uHTS | AID 2006, 2009 | SUMO-conjugating enzyme UBC9 (Homo sapiens), P63279 | HTRF SUMOylation assay, SAE1/SAE2 + UBC9 | 0.36% of 290,000 active | inhibition, % at 35 µM; in the data active = inhibition above about 50%, passing the limit was not always enough; note: strong numbers were not always called active
Target sequence (P63279 whole entry, looked up): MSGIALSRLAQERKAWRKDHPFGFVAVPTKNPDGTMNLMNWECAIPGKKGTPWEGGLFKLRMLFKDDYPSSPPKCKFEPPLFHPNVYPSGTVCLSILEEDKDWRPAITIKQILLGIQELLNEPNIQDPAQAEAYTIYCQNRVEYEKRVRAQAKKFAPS
Active calls of the source: *; . = not tested or not shown.

nr	SMILES	VIM-2 inhibitor	HCV NS3 hel inh	pCIP destab	IDE inh	CRFR2-BP antag	GalR3 antagonist	IDE act	IMP-1 inhibitor	SUMO HTRF inh
1	N=C1C(c2ccccc2)=C(O)C2CCc3ccccc3N12 (stereo not given)	-2.0	-14	-14	-2	1	-15	3	-1.5	14
2	CCN(CC)c1ccc(NC(=O)c2ccc(=O)[nH]c2)cc1S(=O)(=O)Nc1ccc(OC)cc1	.	.	.	1	-1	-1	-7	.	.
3	O=C(CN1CCN(c2ncccn2)CC1)N(Cc1ccccc1)c1ccc(F)cc1	-2.2	-3	1	0	8	-7	2	0.7	8
4	O=C(CN1CCN(Cc2ccc(F)cc2)CC1)NCc1ccccc1	-1.0	4	5	2	4	-9	1	-3.4	-5
5	Nc1c(C(=O)Nc2ccc3c(c2)OCCO3)nnn1Cc1cccc(Br)c1	.	.	.	2	-2	-4	2	.	.
6	Cc1ccc(C(=O)NCC(=O)OCC(=O)Nc2cc(S(=O)(=O)N3CCOCC3)ccc2Cl)s1	.	.	.	5	-13	-3	-2	.	.
7	CCOc1cc(S(=O)(=O)Nc2ccc(Cl)cn2)ccc1Cl	-3.3	7	0	-1	25	-1	2	-3.3	6
8	CCOc1ccc(-n2c(=S)sc3c(=O)[nH]c(SCC(=O)N4CCC(C)CC4)nc32)cc1	-1.9	12	5	2	-7	-5	0	1.3	-4
9	Cc1cc(NC(=O)COC(=O)C2CC(=O)N(c3cccc(Cl)c3)C2)no1 (stereo not given)	-5.9	9	-10	4	-4	4	-2	-1.1	-2
10	N#Cc1c(-c2ccccc2)ccnc1Oc1ccccc1	1.6	-2	-8	1	32	-2	2	-0.1	17
11	Nn1c(-c2ccc(F)cc2)nc2ccccc2c1=O	-0.7	-4	-6	3	2	-9	2	-3.3	8
12	CCOC(=O)C1C(=O)NC(N2CCN(CC)CC2)=NC1c1ccccc1 (stereo not given)	-2.8	5	0	-2	14	-5	0	-2.1	18
13	O=C(CCCC(=O)OCC(=O)c1ccc(Cl)cc1Cl)Nc1cc(C(F)(F)F)ccc1Cl	-2.4	0	4	3	-26	0	3	-3.1	-11
14	Cc1ccc(-c2cc(C(F)F)nc(S(C)(=O)=O)n2)cc1	1.2	-6	4	0	4	-6	6	-2.4	15
15	CCCNC(=O)COC(=O)C1CCN(S(=O)(=O)c2ccc3c(c2)OCCO3)CC1	.	.	.	3	6	4	0	.	.
16	CCOc1cc(C(=O)Nc2ccc3c(c2)OCO3)ccc1OC(F)F	-1.2	-9	-8	0	8	-7	-6	-1.3	-10
17	O=C(COC(=O)C(O)c1ccccc1)c1ccc2c(c1)OCCO2 (stereo not given)	-3.3	-6	3	1	-14	-3	2	-0.5	-11
18	OC(COC(c1ccc(F)cc1)c1ccc(F)cc1)CN1CCc2ccccc2C1 (stereo not given)	-1.6	-63	-9	2	-60	-4	3	-3.4	-19
19	COc1ccc(C(C)(C)C)cc1NC(=O)c1cc(S(=O)(=O)N(C)C)ccc1N1CCCC1	-1.5	-14	-8	-2	-10	-2	3	-2.8	-3
20	COc1cccc(C(=O)N2CCCc3ccccc32)c1	-2.0	-7	-7	-2	-13	-3	7	0.3	3
21	COc1ccc(CN2CCNC(=O)C2CC(=O)NCc2csc(C)n2)c(F)c1 (stereo not given)	-1.9	0	0	1	-10	1	-3	-2.0	8
22	COCCn1c(=S)[nH]c2cc(C(=O)N3CCC(C(N)=O)(N4CCCCC4)CC3)ccc2c1=O	-0.4	-6	-16	-2	-11	-3	4	-4.6	15
23	Cc1ccc(NC(=O)C(C)N2C(=O)c3ccccc3C2=O)c(C)c1 (stereo not given)	0.6	18	-32	4	6	-10	1	-3.6	-4
24	Cc1cccc(/C=N/n2c(-c3ccccn3)n[nH]c2=S)c1	-3.0	-4	3	3	.	.	.	-5.9	10
25	CCN(CC)S(=O)(=O)c1cccc(NC(=O)CN(C)C2CCCCC2)c1	-4.8	4	-7	-2	-12	-6	5	-3.0	13
26	Cc1cc(C)c(C(=O)/C=C/c2cccs2)c(=O)[nH]1	-2.5	3	14	0	-17	-2	-4	-2.9	-6
27	O=C(c1ccco1)N1CCN(Cc2cn[nH]c2-c2cccc3ccccc23)CC1	-1.9	4	-7	4	14	-5	-7	-3.0	16
28	CSc1ccc(C(=S)N2CCN(CCO)CC2)cc1	-1.5	-1	-1	-2	5	-8	3	-1.1	-8
29	CCCC(=O)N1CCN(c2ccc(NC(=O)c3cc4ccccc4o3)cc2)CC1	-5.4	-1	-5	0	32	3	0	-4.2	1
30	C=C1CCN([C@H](C(=O)NCc2ccccc2)C(C)C)S(=O)(=O)c2ccccc21	.	.	-1	4	-9	-4	2	.	-24
31	NNC(=O)COc1cccc(Oc2ccccc2)c1	-3.3	0	-4	-4	-20	-4	0	-3.2	12
32	Cc1cc(C)nc(NC2=NCC(=O)N2c2ccc(Cl)cc2)n1	-3.6	0	-5	7	11	-1	-3	-0.9	-10
33	COc1cccc2cc(C(=O)C3=C(O)C(=O)N(CCN(C)C)C3c3ccc(Cl)cc3)oc12 (stereo not given)	-4.8	21	-2	2	5	-4	1	-3.1	10
34	COc1ccc2c(/C=C/c3cc[n+](C)cc3)c[nH]c2c1	1.1	8	-68	14	-7	-11	-8	-3.1	2
35	CN(C)CCN1C(=O)C(=O)/C(=C(/O)c2ccc(S(=O)(=O)N3CCOCC3)cc2)C1c1ccccc1 (stereo not given)	.	.	0	-6	2	2	-2	.	0
36	CCOc1ccc(Cn2c3ccc(OC)cc3c3nc4ccccc4nc32)cc1OC	-0.3	1	-17	0	-3	2	3	-2.5	27
37	CC(=O)Nc1ccc(OC(F)(F)C(F)C(F)(F)F)c(NC(C)=O)c1 (stereo not given)	-1.6	-1	0	1	6	-4	5	-1.8	7
38	Cc1cccc(NC(=S)NNC(=O)c2sccc2C)c1	-2.8	3	3	2	7	-4	6	-3.3	11
39	Cc1nnc(SCC(=O)NNC(=O)c2ccc(Cl)cc2)n1CC1CCCO1 (stereo not given)	-1.1	-3	-3	3	8	-4	-2	-0.6	-5
40	CCOc1ccc(-n2ccc(=O)c(C(=O)Nc3ccc(S(=O)(=O)N4CCOCC4)cc3)n2)cc1	-1.5	-7	-4	-6	-5	-4	6	-1.8	17

Rewritten with two lines to a compound: part of the list above.
Order of values – VIM-2 inhibitor | HCV NS3 hel inh | pCIP destab | IDE inh | CRFR2-BP antag | GalR3 antagonist | IDE act | IMP-1 inhibitor | SUMO HTRF inh
22: COCCn1c(=S)[nH]c2cc(C(=O)N3CCC(C(N)=O)(N4CCCCC4)CC3)ccc2c1=O
  -0.4 | -6 | -16 | -2 | -11 | -3 | 4 | -4.6 | 15
23: Cc1ccc(NC(=O)C(C)N2C(=O)c3ccccc3C2=O)c(C)c1 (stereo not given)
  0.6 | 18 | -32 | 4 | 6 | -10 | 1 | -3.6 | -4
24: Cc1cccc(/C=N/n2c(-c3ccccn3)n[nH]c2=S)c1
  -3.0 | -4 | 3 | 3 | . | . | . | -5.9 | 10
25: CCN(CC)S(=O)(=O)c1cccc(NC(=O)CN(C)C2CCCCC2)c1
  -4.8 | 4 | -7 | -2 | -12 | -6 | 5 | -3.0 | 13

(next part)
nr	SMILES	VIM-2 inhibitor	HCV NS3 hel inh	pCIP destab	IDE inh	CRFR2-BP antag	GalR3 antagonist	IDE act	IMP-1 inhibitor	SUMO HTRF inh
41	CC(C)CCN1CCN(Cc2nc(-c3ccc(F)cc3)cs2)CC1CCO (stereo not given)	-1.1	-3	-18	1	0	0	-3	-0.6	-2
42	O=C(N1CCOCC1)N1CCN(CC(O)COc2ccc3ccccc3c2)CC1 (stereo not given)	-1.3	-12	-6	2	-2	-1	0	0.0	10
43	CC(NC(=O)Nc1ccc(O)cc1)(C(F)(F)F)C(F)(F)F	0.3	9	-2	2	-7	-1	3	-5.0	77
44	CCOc1ccc(N2C(=O)/C(=C/c3ccc(C)o3)N(C)C2=S)cc1	-2.3	32	-7	4	4	3	3	-2.8	1
45	COc1cc(C2Nc3cc(Cl)c(S(N)(=O)=O)cc3S(=O)(=O)N2)ccc1OCc1ccccc1 (stereo not given)	-4.4	0	3	-2	3	-5	-1	-4.9	2
46	CCCCn1c(N)c(N(CCC(C)C)C(=O)CSc2nnc3ccccn23)c(=O)[nH]c1=O	-1.7	11	-9	4	-1	-3	4	-3.6	13
47	C=CCn1cc([N+](=O)[O-])nc1C	-0.8	-1	-8	2	11	6	7	-3.5	9
48	O=C(c1ccc2c(c1)OCO2)C1CCCN(Cc2cccn2-c2cccnc2)C1 (stereo not given)	-0.1	0	-17	-4	-5	-1	4	-1.2	1
49	Cc1cc(C(=O)CCl)c(C)n1-c1cccc(S(=O)(=O)N2CCOCC2)c1	0.4	-2	-4	3	1	-2	.	0.1	11
50	O=C(Nc1ccccc1Oc1cccnc1)C1CCCN(C/C=C/c2ccc(F)cc2)C1 (stereo not given)	-3.7	-20	-1	0	-14	-2	6	-1.0	-7
51	CN1C(=O)SC(Nc2ccc(F)cc2)C1=O (stereo not given)	-4.3	0	1	6	12	-1	-7	-2.5	-8
52	CCCNS(=O)(=O)c1ccc(CCC(=O)N2CCCC2)cc1	-1.6	-6	0	6	1	-2	8	-5.2	9
53	O=C(NNC(=O)c1ccccc1O)c1ccc(Cl)c(S(=O)(=O)N2CCCCC2)c1	.	.	.	-2	0	-1	5	.	.

Shown with values under each structure: entries from further up.
The line under a structure holds: VIM-2 inhibitor, HCV NS3 hel inh, pCIP destab, IDE inh, CRFR2-BP antag, GalR3 antagonist, IDE act, IMP-1 inhibitor, SUMO HTRF inh
34) COc1ccc2c(/C=C/c3cc[n+](C)cc3)c[nH]c2c1
    1.1, 8, -68, 14, -7, -11, -8, -3.1, 2
19) COc1ccc(C(C)(C)C)cc1NC(=O)c1cc(S(=O)(=O)N(C)C)ccc1N1CCCC1
    -1.5, -14, -8, -2, -10, -2, 3, -2.8, -3
42) O=C(N1CCOCC1)N1CCN(CC(O)COc2ccc3ccccc3c2)CC1 (stereo not given)
    -1.3, -12, -6, 2, -2, -1, 0, 0.0, 10
